High-throughput results: PubChem, National Center for Advancing Translational Sciences (NCATS)
aSyn rescue = alpha-synuclein toxicity inhibition in yeast. Yeast expressing alpha-synuclein, growth rescue, BacTiter-Glo, 24 h. Potency, µM (series often up to 46.1 µM), without a hit: at the top dose growth rescue (activation), usual class: activators. 370,000 compounds, 0.14% hits; further: potency means the concentration at half of the fitted maximal effect; % of control where 0% means no effect; nearly all actives have a fitted effect of over 65% in size
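Screening used galactose-induced yeast with toxic alpha-synuclein levels, exposed to compound for 24 hr at 30 deg C. Cell growth, read with BacTiter-Glo luminescence, gave the measured signal.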
GLP1R inv ag = GLP-1 receptor (human) inverse agonism | Potency, µM (top dose mostly 38.3 µM), for the others: at the top dose activity change, negative = inhibition, actives largely listed as inhibitors | HEK293 GLP-1R CRE-luciferase, luminescence, 24 h; GLP-1R form is constitutively active | 410,000 compounds, 1.6% hits | P43220; further: potency means the concentration at half of the fitted maximal effect; on the % scale 0 is the no-effect control and ±100 the full control effect; nearly all actives have a fitted effect of over 55% in size
Target sequence (P43220 whole entry, looked up): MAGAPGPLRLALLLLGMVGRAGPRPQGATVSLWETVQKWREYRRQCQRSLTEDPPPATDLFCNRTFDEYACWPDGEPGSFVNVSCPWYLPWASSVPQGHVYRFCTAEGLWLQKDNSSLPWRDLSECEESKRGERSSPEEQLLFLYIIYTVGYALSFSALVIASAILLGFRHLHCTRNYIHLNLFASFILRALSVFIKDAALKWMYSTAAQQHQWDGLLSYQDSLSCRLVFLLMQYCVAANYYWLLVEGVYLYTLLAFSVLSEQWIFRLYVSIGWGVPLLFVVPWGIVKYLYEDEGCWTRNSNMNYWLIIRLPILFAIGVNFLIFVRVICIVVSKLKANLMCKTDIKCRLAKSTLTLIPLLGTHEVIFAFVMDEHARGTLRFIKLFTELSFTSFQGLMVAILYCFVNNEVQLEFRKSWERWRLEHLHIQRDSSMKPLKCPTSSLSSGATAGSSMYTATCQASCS
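Cells are plated, allowed 12 hours at 37 deg C, then treated with compounds for 24 hr before luciferase detection reagent is added and luminescence is read after 12 min at room temperature. The HEK293 line carries constitutively active GLP-1R with a cAMP-responsive reporter.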
DRD3 agonist = agonists of human D3 dopamine receptor. P35462. D3R DiscoveRx beta-arrestin cells, luminescence, 90 min. max activation, %. 410,000 compounds, 0.58% hits; in the data active means max activation above about 30%; further: 0% is about no effect; mostly tested at two doses, the higher about 12 µM
Target sequence (P35462 whole entry, looked up): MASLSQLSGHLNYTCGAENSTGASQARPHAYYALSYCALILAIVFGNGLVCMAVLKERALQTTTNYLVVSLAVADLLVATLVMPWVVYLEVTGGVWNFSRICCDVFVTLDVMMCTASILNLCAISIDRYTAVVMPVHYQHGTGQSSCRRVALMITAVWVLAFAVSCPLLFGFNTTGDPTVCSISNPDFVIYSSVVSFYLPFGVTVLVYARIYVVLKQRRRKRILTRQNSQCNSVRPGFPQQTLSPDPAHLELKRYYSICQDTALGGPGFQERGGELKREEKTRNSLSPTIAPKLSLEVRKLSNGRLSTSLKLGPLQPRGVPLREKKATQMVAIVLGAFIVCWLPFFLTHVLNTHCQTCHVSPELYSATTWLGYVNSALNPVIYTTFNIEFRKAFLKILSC
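Cells at 1500/well, incubated overnight, then treated with pinned compounds (dopamine as control) for 90 min at 37 degrees C. DiscoveRx reagent added for 30 - 60 minutes at room temperature; luminescence read.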
KB-V1 MDR tox = kills drug-selected multidrug resistant KB-V1 cells; Potency, µM (doses to about 46.1 µM), without a hit: at the top dose activity change, negative = cytotoxicity, actives largely listed as cytotoxic; AID 1347076; 400,000 compounds, 3.4% hits; KB-V1 MDR cells viability, CellTiter-Glo, 72 h; further: potency means the concentration at half of the fitted maximal effect; on the % scale 0 is the no-effect control and ±100 the full control effect; nearly all actives have a fitted effect of over 60% in size
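Compound-treated KB-V1 multidrug-resistant cells, 72 h, 37 degrees C; viability by CellTiter-Glo. Fitted qHTS curves give the values.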
GLP1R cytotox = cytotoxicity counter-screen for GLP-1 receptor inverse agonists; HEK293 cAMP-luciferase reporter cells, luminescence, 24 h; Potency, µM (series often up to 38.3 µM), inactives show at the top dose activity change, negative = inhibition, actives largely listed as inhibitors; 410,000 compounds, 0.13% hits; AID 624418;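 further: loss of luciferase light is scored as toxicity; potency means the concentration at half of the fitted maximal effect; on the % scale 0 is the no-effect control and ±100 the full control effect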
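Quantitative HTS format, 1536 wells, 200 cells/uL seeded. Compounds: 23 nL, 24 h, 37 °C. Detection: luciferase reagent, luminescence at 12 min RT; decreased signal taken as cytotoxic.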
D3 antag = D3 dopamine receptor (human) antagonism; D3R cells, DiscoveRx beta-arrestin luminescence, antagonist mode; hits give low values; max response, negative = inhibition, %; 360,000 compounds, 2.5% hits; in the data active means max response below about -50%; inconclusive means no clear call, values can overlap the other calls; further: on the % scale 0 is the no-effect control and ±100 the full control effect; mostly tested at two doses, the higher about 12 µM
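Cells expressing the human receptor were seeded at 1500 cells/well, incubated overnight at 37 degrees C in 5% CO2, then exposed to library compounds with dopamine controls for 90 minutes at 37 degrees C before luminescent detection.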
TDP43 rescue = rescues yeast growth from TDP-43 toxicity; Potency, µM (doses to about 46.1 µM), for inactives: at the top dose growth rescue (activation), most hits filed as activators; AID 652104; 410,000 compounds, 1.8% hits; TDP-43 expressing yeast growth rescue, BacTiter-Glo, 24 h; further: potency means the concentration at half of the fitted maximal effect; % of control where 0% means no effect; nearly all actives have a fitted effect of over 50% in size
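Luminescence from BacTiter-Glo reports growth of TDP-43-expressing yeast after 24 hr at 30 deg C with compound. Cells were raffinose-pregrown to mid-log, then seeded in galactose medium at OD600=0.02.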
GLP-1R agonist = agonists of human GLP-1 receptor | P43220 | HEK293 GLP-1R CRE-luciferase, luminescence, 4-6 h; cells express a hypersensitive GLP-1R form | Potency, µM (titrated, usually from 45.6 µM), for the others: at the top dose activation, usual class: activators | 380,000 compounds, 0.007% hits; further: potency means the concentration at half of the fitted maximal effect; % of control where 0% means no effect
PTHR1 agonist = agonists of human PTHR1 parathyroid hormone receptor | Q03431 | HEK293 GP2 PTHR1 cells, GloSensor cAMP luminescence, 1 h | Potency, µM (doses to about 115 µM), inactives show top-dose activation, usual class: activators | 410,000 compounds, 0.075% hits | AID 743266; further: potency means the concentration at half of the fitted maximal effect; nearly all actives have a fitted effect of over 55% in size; some results filed as inactive show a strong effect at the top dose; inactives centre near -15; many of its hits are not listed in these tables
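HEK-293-derived GP2 cells expressing PTHR1 and a GloSensor cAMP reporter, 3,000/well, plated overnight, given luciferin plus IBMX (each 0.5 mM as added) for 1 h at 37 °C, then compound for 1 h at 37 °C. Luminescence was read after 15 min at room temperature.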
Active calls of the source: *; i = inactive; ? = inconclusive; nt = not tested or not shown; & = joins results of further samples; [ ] = another dose, or the depositor's remark. Unless noted, the call rests on the fitted dose curve; in most records, active means well fitted curve in the direction sought with a large enough effect; inconclusive means small, poorly fitted or top-dose-only effect, or another doubt; inactive means no such curve, though single readings can be large; an effect the other way counts as inactive or inconclusive. These rows are one share of the data; rates above refer to the full screens.

SMILES	aSyn rescue	GLP1R inv ag	DRD3 agonist	KB-V1 MDR tox	GLP1R cytotox	D3 antag	TDP43 rescue	GLP-1R agonist	PTHR1 agonist
COC(=O)c1ccc(C(=O)OC)c(NC(=O)CN(c2ccc3c(c2)OCO3)S(C)(=O)=O)c1	6%	1%	2	1%	-5%	10	-10%	?	-19%[57.5 µM]
Cc1ccc([C@@H]2C[C@H]3[C@@H](CN2S(=O)(=O)c2ccc(C)cc2)C(=O)C[C@@H](c2ccc(C)cc2)N3S(=O)(=O)c2ccc(Cl)cc2)cc1	-3%	19%	0	6%	4%	-11	?	9%	-27%
COc1cc(OC)c(NC(=O)c2nnn(Cc3ccc(C)cc3)c2N)cc1Cl	nt	8%	-5	-8%	-1%	nt	10%	nt	-22%
CC(=O)c1ccc(N2CCN(C(=O)Cc3n[nH]c(=O)c4ccccc34)CC2)cc1	4%	-6%[7.66 µM]	5	-13%	2%[7.66 µM]	-6	-9%	1%	-3%
COc1cccc(C(=O)NCc2ccccc2OC)c1	2%	1%	5	?	7%	9	23%	0%	-22%[57.5 µM]
O=C(NNC(=O)c1cc([N+](=O)[O-])ccc1Cl)c1cccs1	-7%	8%	-13	-2%	5%	-17	-2%	3%	-8%
COc1cccc(CNC(=O)CCNC(=O)c2ccc(Br)o2)c1	3%	36%[activator]	0	10%	-4%	3	15%	3%	-6%
O=C(O)c1occc1CSc1ccccc1	11%	3%	-1	20%	1%	2	8%	-1%	i
O=C1Nc2ccc(S(=O)(=O)NCc3ccco3)c3cccc1c23	0%	3%	2	?	-2%	15	24%	15%	i
O=C(OCc1nnc(-c2ccccc2)o1)C12CC3CC(CC(Br)(C3)C1)C2	14%	?	2	14%	9%	-5	1%	-14%	i
COc1ccccc1NC(=O)c1ccc(NC(=O)Cc2n[nH]c(=O)c3ccccc23)cc1	0%	17%	2	-2%	-8%	11	4%	-1%	-9%
Cc1cc(C)c2nc(N3CCN(C(=O)c4cccs4)CC3)sc2c1	11%	-15%	-2	3%	3%	7	14%	15%	-24%
CS(=O)(=O)N(CC(=O)Nc1ccccc1C(=O)N1CCOCC1)c1ccc(F)c(Cl)c1	1%	-25%	5	-4%	4%	3	-7%	3%	-23%
Cc1c(C(=O)N2CCN(Cc3ccc4c(c3)OCO4)CC2)sc2ncnc(N3CCN(c4ccccc4F)CC3)c12	0%	?	1	4%	7%	41	5%	2%	i
CSc1cccc(NS(=O)(=O)c2ccc3[nH]cc(C(=O)N4CCCC4)c(=O)c3c2)c1	nt	2%	2	2%	-4%	nt	0%	nt	i
O=C(COc1ccc(/C=N/NS(=O)(=O)c2ccccc2)cc1)N1CCOCC1	-1%	-5%	-2	2%	6%	0	-12%	8%	-56%[inhibitor]
O=C(Nc1ccc(Cl)cc1)[C@@H]1[C@@H]2C(=O)N(c3ccc(Cl)cc3)C(=O)[C@@H]2[C@H]2C=CC=NN21	-19%	-27%	2	-4%	-4%	-4	-4%	-28%	-10%
Cc1ccc(CNC(=O)CS(=O)(=O)Cc2nc(-c3ccc(C)cc3)oc2C)cc1	-1%	5%	-2	?	7%	1	9%	-1%	4%
c1cncc(-c2nc(NCc3cccs3)c3ccccc3n2)c1	4%	-12%	4	?	11%	10	-5%[9.22 µM]	18%	-23%
N#Cc1ccc(C(=O)NC2CCCc3ccccc32)cc1 (stereo not drawn)	2%	-5%[7.66 µM]	1	-12%	2%[7.66 µM]	12	11%[9.22 µM]	5%	-14%
O=[N+]([O-])c1ccccc1Oc1ccc(S(=O)(=O)N2CCOCC2)cc1	3%	-23%	-6	?	-7%	?	-6%	-1%	-64%[inhibitor]
COc1ccc2oc(C(=O)NCc3ccccc3CN3CCCC3)c(C)c2c1	-8%	?	-6	-6%	14%	-8	8%	10%	i
CCOc1ccc(C(=O)OCC(=O)N2CCCC2)cc1OCC	5%	30%	6	-7%	10%	7	-2%	6%	i
CCCCN(C)CCNC(=O)c1cc2c(-c3ccccc3F)nn(C)c2s1	-1%	10µM*	-38	-11%	-22%	-95*	-11%	0%	i
Cc1ccc(S(=O)(=O)N(C)CC(=O)O/N=C(\N)c2cccnc2)cc1	2%	9%	-10	nt	20%	-5	13%	0%	-1%
O=C(Nc1nc(-c2ccccn2)cs1)C12CC3CC(CC(O)(C3)C1)C2	-8%	-9%	-6	?	4%	-5	18%	2%	-14%
CCC(=O)N1c2ccc(S(=O)(=O)CCC(=O)NC3CCCC3)cc2CC1C (stereo not drawn)	4%	11%	0	5%	-15%	8	13%	-1%	i
CN(C)c1ccc(-c2nc(-c3ccco3)no2)cc1[N+](=O)[O-]	nt	0%	16	-9%	3%	nt	15%	nt	-91%[inhibitor]
CCCn1c(N)c(N2CCCCC2)c(=O)n(CC(=O)Nc2cccc(S(=O)(=O)N(C)C)c2)c1=O	4%	12%	-6	?	2%	8	10%	-2%	-11%
CCOc1ccccc1NC(=O)CCS(=O)(=O)c1cccs1	0%	-8%	-6	-16%	6%	10	-8%	9%	i
CS(=O)(=O)N(Cc1ccc(Cl)cc1)c1ccc(C(=O)NCc2ccccn2)cc1	1%	?	-5	-8%	-6%	-4	1%	7%	-4%
COc1cccc(-c2csc(N3CCN(C(=S)Nc4ccccc4)CC3)n2)c1	0%	?	8	-12%	3%	28	-3%	2%	-10%[57.5 µM]
COc1ccc(N2CCN(C(=O)COC(=O)CCOc3ccc(C)cc3)CC2)cc1	-5%	-3%	1	20%	-16%	-5	-12%	10%	-20%
CC(=O)NC1=NN(C(C)=O)C(C)(c2ccc(C)o2)S1 (stereo not drawn)	1%	9%	3	?	-7%	2	-3%	10%	i
CCCC(=O)Nc1ccc2nn(-c3ccc(CC)cc3)nc2c1	nt	7%	5	-30%	1%	nt	6%	nt	-23%
O=C(NNC1=C(C(=O)C(F)(F)F)CCC1)c1cccc(Cl)c1	-26%	2.8µM*	6	?	?	98	-13%	1%	-25%[57.5 µM]
NC(=O)c1sc2nc3c(c(-c4ccco4)c2c1N)CCCC3	?	?	2	?	85%[activator]	22	?	-5%	-15%
Cc1ccn2c(C=O)c(-c3ccc(F)cc3)c(C=O)c2c1	-8%	1%	0	13%	-18%	-19	20µM*	19%	-16%
O=C(NCC1CCCCC1)c1cc([N+](=O)[O-])ccc1Cl	-4%	?	3	14%	6%	-6	-6%	14%	-1%
O=[N+]([O-])c1cccc(COc2cccc(CN3CCOCC3)c2)c1	18%	-7%[7.66 µM]	-37	-4%	7%	-65*	0%	9%	i
Cc1cc(-c2nc(C)c(C(=O)NNS(=O)(=O)c3cccc(C(F)(F)F)c3)s2)no1	-1%	-5%	6	12%	4%	10	19%	-6%	-20%
CN(C)CCNC(=O)c1ccc(-n2c(-c3ccccc3)cc3c2CCCCC3)cc1	nt	-28%	-17	nt	-44%	nt	-1%	nt	i
OCCNCCCCSc1ccc(Cl)cc1	6%	?	-1	13%	3%	-9	5%	-2%	i
Cc1ccc(NC2(C#N)C(=O)Nc3ccccc32)cc1C (stereo not drawn)	6%	2%[0.307 µM]	3	2%	1%[0.307 µM]	-15	8%	-2%	i
CCOC(=O)C1=C(O)/C(=C/c2cn(CC(=O)N3CCCC3)c3ccccc23)SC1=Nc1ccccc1	5%	55%[activator]	2	-28%	29%	12	21%	24%	i
O=C(CN1C(=O)c2ccccc2C1=O)NC1CCS(=O)(=O)C1 (stereo not drawn)	-4%	26%	0	10%	-2%	11	11%	4%	-24%
CC1=C(C/C=C(\C)CCCC(C)CCCC(C)CCCC(C)C)C(=O)c2ccccc2C1=O (stereo not drawn)	-3%	-4%	-14	6%	-1%	0	2%	-4%&16%	-16%
COc1ccc(OCCSCc2nnc(NC(=O)Nc3ccc(Cl)cc3)s2)cc1	-1%	3%	7	?	-13%	6	21%	-3%	-18%
COc1ccc(OC)c(N2C(N)=C(C#N)C(c3ccc(OC)c(O)c3)C3=C2CC(C)(C)CC3=O)c1 (stereo not drawn)	-7%	1%	10	26%	-9%	9	9%	5%	i
CCOC(=O)CC(NC(=O)C(CC)c1ccccc1)c1ccccc1Cl (stereo not drawn)	-5%	?	-11	?	-7%	0	6%	6%	i
COc1cc(CC(CC(=O)c2ccc3c(c2)OCO3)C(=O)O)cc(OC)c1OC (stereo not drawn)	7%	4%	-8	?	3%	-27	-20%	6%	i
Oc1ccc(Br)cc1/C=N/Nc1nc(N2CCCCC2)nc(N2CCOCC2)n1	7%	?	-6	-25%	0%	6	4%	8%	-6%
CC(=O)c1ccc(S(=O)(=O)NCCc2csc(-c3cccnc3)n2)cc1	2%	7%	-4	?	4%	-5	7%	6%	-17%
CCOc1cc2[nH]c(=O)n(CCCCC(=O)NC3CCCCCC3)c(=O)c2cc1OCC	0%	1%	0	-1%	10%	15	22%	-1%	i
Cc1cnn(-c2cc(N/N=C/c3ccccc3F)ncn2)c1	-4%	23%	-2	-1%	0%	18	15%	-6%	18%[57.5 µM]
Cc1cccc(N2C(=O)N3[C@H](c4ccc(F)cc4)[C@@H]4C(=O)N(C5CCCCC5)C(=O)[C@@H]4[C@]3(Cc3ccc(Cl)cc3)C2=O)c1	0%	?	-4	-8%	7%	-12	16%	-1%	-33%[inhibitor]

As a working copy, some entries already given:
SMILES	aSyn rescue	GLP1R inv ag	DRD3 agonist	KB-V1 MDR tox	GLP1R cytotox	D3 antag	TDP43 rescue	GLP-1R agonist	PTHR1 agonist
COc1ccc(OC)c(N2C(N)=C(C#N)C(c3ccc(OC)c(O)c3)C3=C2CC(C)(C)CC3=O)c1 (stereo not drawn)	-7%	1%	10	26%	-9%	9	9%	5%	i
CCOC(=O)CC(NC(=O)C(CC)c1ccccc1)c1ccccc1Cl (stereo not drawn)	-5%	?	-11	?	-7%	0	6%	6%	i
